hgDAF12 agonist = activates the H. glycines DAF-12 receptor ligand-binding domain; HEK293 GAL4-hgDAF12 UAS-luciferase reporter, agonist luminescence; normalized to butyrate control; activation, % at 6.8 µM; 370,000 compounds, 1.8% hits;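 active means activation above a cutoff set at the mean of all screened compounds plus 3 SD, cut at about 10% in these data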;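 further: 0% = DMSO wells and 100% = sodium butyrate wells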
HGIII-sPLA2 inh = Inhibits HGIII-sPLA2 liposome hydrolysis, primary screen | 370,000 compounds, 0.56% hits | inhibition, % at 12.2 µM | Q9NZ20 | QFRET BODIPY PC-A2 liposome hydrolysis, fluorescence;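 active means inhibition above mean plus 3 SD of compounds lying within the high and low control bounds, cut at about 19% in these data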;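 further: 0% = median of test compound wells and 100% = no enzyme DMSO wells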
Target sequence (Q9NZ20 whole entry, looked up): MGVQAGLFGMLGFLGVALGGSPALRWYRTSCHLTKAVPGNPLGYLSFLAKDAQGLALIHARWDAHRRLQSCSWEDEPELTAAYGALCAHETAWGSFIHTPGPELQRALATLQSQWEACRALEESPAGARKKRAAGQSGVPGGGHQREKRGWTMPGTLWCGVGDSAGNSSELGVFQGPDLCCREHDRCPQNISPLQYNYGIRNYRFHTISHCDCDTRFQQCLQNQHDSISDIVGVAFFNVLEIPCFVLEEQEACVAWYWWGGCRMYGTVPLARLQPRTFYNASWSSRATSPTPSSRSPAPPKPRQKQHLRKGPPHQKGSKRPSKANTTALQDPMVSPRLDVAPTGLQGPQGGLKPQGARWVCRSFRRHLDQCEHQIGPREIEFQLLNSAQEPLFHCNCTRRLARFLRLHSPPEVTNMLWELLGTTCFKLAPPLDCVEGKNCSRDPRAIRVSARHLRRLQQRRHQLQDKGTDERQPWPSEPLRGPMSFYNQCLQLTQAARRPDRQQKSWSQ
DAX1 inh-1 = inhibits human nuclear receptor DAX1. HEK293 Gal4-DAX1 luciferase reporter, luminescence. inhibition, % at 6.75 µM. 340,000 compounds, 0.99% hits. AID 504766;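 active means inhibition above the mean over all tested compounds plus 3 SD, cut at about 4.2% in these data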;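 further: 0% = DAX1-transfected cells with DMSO and 100% = empty-vector control cells with DMSO; inhibition shows as a rise in luminescence from relieved DAX1 repression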
Target sequence (P51843 207-470 limits assumed): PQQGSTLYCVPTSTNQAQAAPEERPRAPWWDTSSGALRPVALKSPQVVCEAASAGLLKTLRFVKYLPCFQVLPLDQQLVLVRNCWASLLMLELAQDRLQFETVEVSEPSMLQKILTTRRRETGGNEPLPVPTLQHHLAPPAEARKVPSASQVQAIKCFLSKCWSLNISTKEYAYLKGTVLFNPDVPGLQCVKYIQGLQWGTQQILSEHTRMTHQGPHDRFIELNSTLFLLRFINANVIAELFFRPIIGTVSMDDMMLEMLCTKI
hcDAF12 agonist = activates DAF-12 receptor from parasite H. contortus | HEK293 hcDAF-12 lit1-tk-luc reporter, luminescence; 0% DMSO, 100% Δ7-dafachronic acid | activation, % at 6.8 µM | 370,000 compounds, 1.4% hits | AID 652067;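 active means activation above the mean of all tested compounds plus 3 SD, cut at about 5.5% in these data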;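 further: 100% = response to 3 µM Δ7-dafachronic acid high control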
ssDAF12 agonist = S. stercoralis DAF-12 activation, primary screen | HEK293 ssDAF-12/GRIP1 lit1-tk-luc reporter, luminescence; % of 3 µM dafachronic acid response | 370,000 compounds, 1% hits | activation, % at 6.8 µM;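 active means activation above the mean over all tested compounds plus 3 SD, cut at about 0.9% in these data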;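 further: 0% = DMSO-only wells and 100% = 3 µM delta7-dafachronic acid wells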
NPR2 activator = GC-B (human) receptor activation; HEK293-GC-B cells, CNP EC30, cGMP TR-FRET; 0% at EC30 CNP, 100% saturating CNP; 370,000 compounds, 0.11% hits; activation, % at 10 µM;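 active means activation at 10 µM reaching about 35% in either raw or pattern-adjusted values, limit read from the data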
GAA850 FXN act = activators of GAA850 frataxin (FXN) promoter; HEK293 lucGAA850 FXN promoter luciferase reporter, 24 h; percent of 10 µM SAHA response; activation, % at 6 µM; 360,000 compounds, 0.56% hits;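 active means activation above the average of all compounds screened plus 3 SD, cutoff fixed separately per campaign, cut at about 7.5% in these data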;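 further: 0% = DMSO wells and 100% = 10 µM SAHA wells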
ADAM10 inh = inhibits human ADAM10 | inhibition, % at 7 µM | recombinant ADAM10, EDANS/DABCYL FRET peptide cleavage, 3 h | O14672 | 370,000 compounds, 0.62% hits;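 active means inhibition above a per-campaign cutoff equal to the mean of compounds falling between control-based bounds plus 3 SD, cut at about 20% in these data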;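 further: 0% = DMSO wells while the 100% control is not disclosed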
DAX1 inh-2 = blocks DAX1 repression of SF-1 activated StAR promoter | HEK293T StAR-luciferase reporter, SF-1/DAX-1 repression relief | inhibition, % at 6.8 µM | 370,000 compounds, 1.1% hits | AID 652010;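 active means inhibition above the mean over all tested compounds plus 3 SD, cut at about 3.6% in these data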;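 further: 0% = DAX-1 cells with DMSO and 100% = cells lacking DAX-1 with DMSO; higher inhibition means more luminescence from relief of DAX-1 repression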
SMARCA2 activ = increases SMARCA2 function in MMTV reporter cells; MG213 cells, MMTV-luciferase reporter, dexamethasone, overnight; activation, % at 9.1 µM; 370,000 compounds, 1% hits; AID 652017; in the data active means activation above about 7.8%;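 further: 0% = vehicle wells and 100% = reference activator wells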
GC-A act = GC-A (human) enzyme activation. P16066. HEK293 GC-A cells, cGMP TR-FRET, EC30 ANP; 0% at EC30 ANP, 100% saturating ANP. 370,000 compounds, 0.14% hits. activation, % at 10 µM; in the data active means activation above about 40%
An asterisk follows results filed as active; i = inactive; . = no result given.

SMILES	hgDAF12 agonist	HGIII-sPLA2 inh	DAX1 inh-1	hcDAF12 agonist	ssDAF12 agonist	NPR2 activator	GAA850 FXN act	ADAM10 inh	DAX1 inh-2	SMARCA2 activ	GC-A act
CCOC(=O)C1C(=O)C(C(C)=O)C(=O)CC1CC(C)SCC (centres undefined)	-0.2	-13	-0.9	-0.3	-1.2	0	1.7	-2	0.4	1	1
COc1ccc(-c2cn3cccnc3n2)cc1NS(=O)(=O)c1ccccc1	-3.1	-3	-1.2	-1.5	-1.0	-2	-0.2	-273	-0.5	1	0
O=c1c(/C=N\NS(=O)(=O)c2ccccc2)coc2ccc(Cl)cc12	5.6	-14	0.2	-1.2	-1.5	5	-1.1	8	-1.4	-3	2
CCCCn1c2nc3ccccc3nc2c2c(=O)n(-c3ccccc3)cnc21	-0.2	2	0.4	-0.1	-1.3	6	2.5	-48	-0.4	1	19
COC(=O)C1=C(C)NC=C([N+](=O)[O-])C1c1ccc(OC)cc1 (centres undefined)	-4.4	3	1.5	2.4	0.1	2	0.5	-5	0.2	1	-2
CN1C(=O)C(=O)/C(=C(/O)c2ccc(Br)cc2)C1c1ccc(F)cc1 (centres undefined)	0.8	-14	1.5	0.8	-0.5	1	0.9	3	-0.1	-1	1
Cc1cccc(C)c1NC(=O)C(NS(=O)(=O)c1cccs1)c1ccccc1 (centres undefined)	1.6	1	0.1	-1.1	-0.8	4	3.3	-3	-0.1	0	0
O=C1COc2ccc(C(=O)COC(=O)c3ccc4ccccc4n3)cc2N1	2.2	-3	0.5	4.4	0.9*	3	2.0	-7	-0.7	1	10
COc1ccc(OCc2cc(C(=O)NC3CCOC(C)(C)C3)no2)c2ccccc12 (centres undefined)	5.5	-6	3.5	7.9*	2.1*	-2	3.4	-5	4.1*	0	-5
COc1ccc(NC(=O)C2C3CCC4C(CCC32)C4(Cl)Cl)cc1 (centres undefined)	-0.7	-1	0.0	-0.9	-1.3	11	-1.4	6	0.8	-1	-4
O=C(CCc1nnc(Cc2ccc(-c3ccccc3)cc2)o1)N1CCCC1	-1.1	-1	-2.2	-2.3	-1.6	-4	1.8	1	-0.1	-1	9
Cc1ccc(C2=NN(C(=O)CCC(=O)O)C(c3cccc([N+](=O)[O-])c3)C2)cc1 (centres undefined)	-1.8	3	1.4	-1.3	-1.2	-1	1.7	-1	-0.2	-2	1
CC(OC(=O)CNC(=O)c1cccc(F)c1)C(=O)NC1CCCCC1C (centres undefined)	-0.3	9	0.5	-0.9	-0.7	-5	-1.8	1	1.0	-3	0
CN1OC(c2ccccc2)=C(CO)C1c1ccccc1 (centres undefined)	0.5	1	-0.6	1.9	-1.3	2	-0.4	5	-0.4	0	1
CCOc1cc(C)c(Cl)cc1S(=O)(=O)N1CCCC1	-2.5	-7	0.7	-2.2	-1.4	-3	0.5	6	-0.4	1	1
Cc1ccc(NC(=O)CCC(=O)NNC(=O)COc2ccc([N+](=O)[O-])cc2)cc1C	-0.3	2	0.0	-2.4	0.0	3	0.6	14	-0.4	-2	-1
CC1CCCCC1NC(=O)CN1CCC(O)(c2ccc(F)cc2)CC1 (centres undefined)	-1.9	-5	1.3	1.6	-1.7	-3	1.9	-1	-0.3	-1	3
COc1ccc(/C=N/Nc2cn[nH]c(=O)c2Cl)cc1	2.4	2	2.0	0.5	-0.8	-5	5.4	-1	0.2	2	-2
Nc1ncc(-c2ccccc2)c(-c2ccc(OCc3ccccc3)cc2O)n1	0.5	-5	-1.7	-0.6	-0.9	4	4.6	2	-0.3	-4	2
O=C(Nc1c(C(=O)N2CCN(c3ccccn3)CC2)oc2ccccc12)c1ccc([N+](=O)[O-])cc1	-1.9	5	0.2	-1.8	-1.4	3	-0.7	-2	-1.6	-1	-1
COCC(=O)N1CCC(Oc2ccc(C(=O)NC(C)c3nc(C)sc3C)cc2)CC1 (centres undefined)	-0.9	-4	0.3	-1.5	-0.8	2	-1.9	-4	0.0	-1	-3
Cc1cccc(C)c1NC(=O)CCCN1CC(C)OC(C)C1 (centres undefined)	-0.1	3	-1.2	-0.6	-1.0	-4	-1.8	-3	-0.9	-1	2
CCS(=O)(=O)N1CCN(c2ccc([N+](=O)[O-])c(NCC3CCCO3)c2)CC1 (centres undefined)	-2.4	-3	-1.0	-0.7	-1.0	-6	1.7	-2	-0.4	1	-2
Cc1n[nH]c(C)c1S(=O)(=O)N1CCCC(C(=O)N2CCN(c3ccc(Cl)cc3)CC2)C1 (centres undefined)	-2.8	-11	-2.6	3.7	-1.1	4	-3.5	1	-1.8	-4	3
CC(=O)Nc1ccc(/C(C)=N/Nc2nc(Nc3ccccc3)nc(N3CCOCC3)n2)cc1	2.5	-3	-1.6	-1.7	-0.9	7	2.2	1	0.9	3	7

Limited to ssDAF12 agonist, NPR2 activator and DAX1 inh-1, for two of the compounds above:
Compound	ssDAF12 agonist	NPR2 activator	DAX1 inh-1
CC(OC(=O)CNC(=O)c1cccc(F)c1)C(=O)NC1CCCCC1C (centres undefined)	-0.7	-5	0.5
COc1ccc(-c2cn3cccnc3n2)cc1NS(=O)(=O)c1ccccc1	-1.0	-2	-1.2

More entries
SMILES	hgDAF12 agonist	HGIII-sPLA2 inh	DAX1 inh-1	hcDAF12 agonist	ssDAF12 agonist	NPR2 activator	GAA850 FXN act	ADAM10 inh	DAX1 inh-2	SMARCA2 activ	GC-A act
O=C(O)[C@H](O)[C@@H](O)C(=O)O	0.7	17	-2.6	1.9	0.4	-6	0.4	-6	-0.5	1	3
CCN1CCc2c(OCC(=O)Nc3cccc(C)c3C)cccc2C1=O	0.8	-2	.	-3.6	-1.4	-1	.	-4	-0.2	-3	-11
CSc1c(CC(=O)NCCO)n(C)c2ccccc12	-0.2	1	2.0	-1.8	-1.0	0	-1.2	0	0.1	2	-3
COC(=O)c1ccc2c(=O)n(Cc3ccc4c(c3)OCO4)c(SCC(=O)N3CCCC3)nc2c1	-0.5	-4	.	-1.7	-0.9	12	.	-2	0.0	0	11
COc1cc(C(=O)c2cc3c(cc2C)OCO3)cc(OC)c1OC	-0.6	10	.	-1.2	-1.5	3	.	-2	6.5*	0	-3
CC1CC(=O)Nc2ccccc2N1C(=O)Nc1ccccc1 (centres undefined)	-0.6	-3	2.7	4.8	-0.7	2	1.0	0	0.2	-2	-5
CCN1CCN(C(=O)C2CCN(c3nnc(-n4c(C)ccc4C)s3)CC2)CC1	3.7	-3	1.8	11*	0.3	5	2.1	-12	0.1	-2	3
CCCCOP(=O)(c1ccc(N(C)C)cc1)C(Nc1ccccc1)c1ccccc1 (centres undefined)	-1.4	0	-2.2	-2.0	-2.1	-17	-2.3	10	-1.0	-5	-25
O=C(Nc1nnc(-c2ccccc2F)s1)c1cccnc1	0.7	-3	5.1*	-0.4	-1.0	0	2.1	-2	0.9	2	5
CCCCCCC1CC(CCC(=O)Nc2ccc([N+](=O)[O-])cc2)C(=O)O1 (centres undefined)	0.2	6	-1.3	-1.0	-1.3	-2	1.5	-6	-0.1	-1	0
CN(Cc1ccccc1)C(=O)[C@@H]1CCCN1C(=O)[C@@H]1CCCN1C(=O)c1c(F)cccc1F	1.0	8	.	1.5	-0.5	3	.	-5	-1.1	-3	-2
Cn1c2ccccc2c(=O)c2cc(C#CC3(O)CCCCC3)ccc21	-4.8	-3	-1.6	-0.8	-1.7	12	-4.8	-419	0.4	0	10
CC(C)C[C@@H]1COc2cc(N3CCC[C@H]3CO)ccc2S(=O)(=O)N1	0.9	3	.	0.8	-1.1	4	.	-5	-0.2	-4	0
CCOC(=O)c1cc(-c2nnc(-c3ccc(Oc4ccccc4)cc3)o2)c(C)nc1C	4.5	-4	2.9	0.4	-0.8	6	1.5	0	-0.4	1	-1
N#Cc1ccc(C(=O)Nc2ccc3ccccc3c2)cc1	20*	6	-0.6	7.9*	0.8	-2	1.9	-18	1.4	3	-3
CCn1c(-c2c(Cl)c(C)nn2C)n[nH]c1=S	2.2	9	-0.5	-2.9	-1.6	6	-0.8	1	0.3	2	6
CCN(CCO)Cc1csc2ccc(Cl)cc12	-1.1	-1	-0.1	-1.5	-0.5	1	0.0	6	0.0	-1	-2
CCOc1ccccc1CN1CCNC(=O)C1CC(=O)NCc1cc(C)n(C)n1 (centres undefined)	-1.0	6	0.6	0.0	-1.2	-2	0.9	-1	-0.3	-2	4
CNc1nc(OCCNC(=O)Nc2ccccc2)nc(N2CCOCC2)n1	-1.7	2	-2.2	0.7	-1.1	-3	0.8	0	0.6	1	-4
O=C(COC(=O)c1cccnc1Cl)c1cccc(Cl)c1	5.2	-1	-0.4	1.0	-0.5	-1	2.5	-6	0.7	-1	4
CCCc1cc(C(=O)N2CCC(N3CCC(C(=O)NC(C)C)CC3)CC2)n(C)n1	-0.7	0	2.7	-1.1	-1.2	4	-0.7	0	-0.2	-1	3
Cc1cc(NCc2ccccn2)n2nc(C)c(-c3ccccc3)c2n1	1.1	4	2.6	1.0	-1.1	-11	0.0	-22	-0.8	-5	-2
COc1ccc(Cc2nc3ccc(C(=O)NC4CCOC4)cc3o2)cc1OC (centres undefined)	-2.2	10	-0.9	-2.1	-1.1	0	1.5	-19	-1.7	-3	4
O=C(Nc1nc2cc3c(cc2s1)OCCO3)c1ccco1	-12	0	-4.8	-4.9	-1.9	-1	-9.4	-26	-8.3	-5	-3
CC1CN(C(=O)c2cc3cc(Cl)ccc3[nH]2)CC(C)O1 (centres undefined)	0.1	-2	-0.8	-0.5	-0.9	-9	1.1	5	0.6	2	-1
Continued.
SMILES	hgDAF12 agonist	HGIII-sPLA2 inh	DAX1 inh-1	hcDAF12 agonist	ssDAF12 agonist	NPR2 activator	GAA850 FXN act	ADAM10 inh	DAX1 inh-2	SMARCA2 activ	GC-A act
CCN(C(=O)COC(=O)c1c(NC(C)=O)sc(C)c1C)C1CCS(=O)(=O)C1 (centres undefined)	-1.4	6	0.8	-1.7	-0.9	-7	-0.2	-19	0.2	-1	5
Cc1nc(NCCc2ccccc2F)c(C#N)c(C)c1[N+](=O)[O-]	0.2	-1	0.0	0.7	-1.2	9	4.4	3	-0.8	0	15
O=C(NCc1ccco1)O[C@H]1CC[C@@]23CCCN2C(=O)CCC[C@H]3C1	2.6	9	.	2.1	-1.6	-3	.	-8	.	.	-1
O=C(O)c1cnc(-c2ccccc2)nc1Sc1cccc(Cl)c1	0.3	-10	1.0	-0.3	-1.0	-3	-1.7	2	-0.5	-1	4
COC(=O)Cc1nc2c(N)nc(N)nc2[nH]c1=O	-4.2	0	1.8	-1.8	-0.4	3	1.9	i	0.7	6	2
Cc1ccc(CNC(=O)COC(=O)c2ccc(Br)cc2)cc1	0.1	17	-0.3	1.1	-1.1	-1	1.9	-2	-0.2	-2	1
CCCCNC(=O)C1(C)CCC(=O)N1c1cc(C(C)(C)C)nn1C (centres undefined)	-0.2	7	.	-2.1	-1.6	2	.	-8	-0.5	0	-1
CCCC(CCC)C(=O)Oc1cc(C)[nH]c(=O)c1[N+](=O)[O-]	0.9	-1	-0.3	2.6	-0.9	5	3.0	1	-0.1	1	6

Bioassay records: PubChem, several laboratories
